Screening results (PubChem)
AHR activator: activators of human aryl hydrocarbon receptor; P35869; AHR-responsive luciferase reporter cells, luminescence; activation, % at 5 µM; actives 2.5% (n = 320,000); in the data active means activation above about 47%;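 further: 0% = vehicle wells and 100% = reference agonist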
Target sequence (P35869 whole entry, looked up): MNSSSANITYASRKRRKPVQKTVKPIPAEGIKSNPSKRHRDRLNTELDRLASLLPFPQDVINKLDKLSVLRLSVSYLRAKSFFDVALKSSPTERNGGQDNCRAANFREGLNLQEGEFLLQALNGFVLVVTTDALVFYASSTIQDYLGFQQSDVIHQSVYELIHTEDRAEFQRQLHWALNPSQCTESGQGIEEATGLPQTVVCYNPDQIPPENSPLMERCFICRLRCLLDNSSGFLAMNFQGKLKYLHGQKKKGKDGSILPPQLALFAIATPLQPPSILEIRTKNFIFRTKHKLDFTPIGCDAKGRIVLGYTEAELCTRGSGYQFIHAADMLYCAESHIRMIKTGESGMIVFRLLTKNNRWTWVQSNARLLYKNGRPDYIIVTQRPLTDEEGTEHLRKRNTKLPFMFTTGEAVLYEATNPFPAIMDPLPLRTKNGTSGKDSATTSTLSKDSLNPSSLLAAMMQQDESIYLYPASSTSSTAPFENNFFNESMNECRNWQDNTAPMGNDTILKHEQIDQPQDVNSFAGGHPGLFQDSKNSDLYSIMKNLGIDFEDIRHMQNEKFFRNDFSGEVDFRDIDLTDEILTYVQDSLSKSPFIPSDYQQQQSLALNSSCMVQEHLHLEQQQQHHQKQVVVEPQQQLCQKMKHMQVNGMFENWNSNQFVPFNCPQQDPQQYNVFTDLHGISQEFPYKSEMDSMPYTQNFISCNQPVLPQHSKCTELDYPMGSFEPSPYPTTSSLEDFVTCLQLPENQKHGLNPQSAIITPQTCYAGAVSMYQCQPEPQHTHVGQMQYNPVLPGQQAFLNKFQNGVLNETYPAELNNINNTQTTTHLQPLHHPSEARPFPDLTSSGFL
LAP4 TOR yeast: yeast TOR pathway LAP4-GFP modulation | GFP response vs DMSO, % at 10 µM | AID 2023 | S. cerevisiae LAP4-GFP multiplex, flow cytometry GFP, 3 h; median GFP as percent of DMSO wells | actives 0.34% (n = 320,000);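 active means GFP response vs DMSO above a set limit, about the screen mean plus 3 SD, cut at about 150% in these data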
CIT2 TOR yeast: alters CIT2-GFP fluorescence in TOR pathway yeast screen; AID 2029; GFP response vs DMSO, % at 10 µM; actives 0.065% (n = 320,000); S. cerevisiae CIT2-GFP strain, flow cytometry, 3 h; 100 means same as DMSO wells;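 active means GFP response relative to DMSO above a set limit, near the screen mean plus 3 SD, cut at about 150% in these data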;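 further: ratio of well median GFP fluorescence to mean of DMSO wells on the plate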
proCasp3 act: procaspase-3 (human) activation. P42574. recombinant procaspase-3 D3A, Ac-DEVD-pNA absorbance 405 nm. activation, % at 8.5 µM. actives 0.11% (n = 330,000);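 active means activation above the mean of all tested compounds plus 3 SD, cut at about 21% in these data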;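 further: 0% = DMSO alone and 100% = DMSO wells spiked with extra 5 µM PC-3 D3A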
Target sequence (P42574 whole entry D9A/D28A/D175A): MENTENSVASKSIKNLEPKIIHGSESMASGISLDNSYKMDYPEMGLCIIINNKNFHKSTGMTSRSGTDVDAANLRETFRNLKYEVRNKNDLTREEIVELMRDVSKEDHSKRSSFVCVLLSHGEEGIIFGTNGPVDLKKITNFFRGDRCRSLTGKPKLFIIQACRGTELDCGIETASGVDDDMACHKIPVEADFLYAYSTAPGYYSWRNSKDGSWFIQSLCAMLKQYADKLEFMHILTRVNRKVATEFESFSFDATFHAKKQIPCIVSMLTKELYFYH
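Evaluation: percent activation relative to control range; Material: Procaspase-3 D3A mutant, all three cleavage aspartates alanine; Compound: single dose, 8.5 µM nominal compound, 0.8% DMSO; Replication: one well per compound; Signal: absorbance at 405 nm, 0 and 120 min; Schedule: 1 h preincubation plus 2 h reaction at 25 °C.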
MEP2 TOR yeast: yeast TOR pathway MEP2-GFP modulation. GFP response vs DMSO, % at 10 µM. actives 0.51% (n = 330,000). S. cerevisiae MEP2-GFP strain, flow cytometry GFP, 3 h; 100% = DMSO control level;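 active means GFP response versus DMSO above a set limit, roughly screen mean plus 3 SD, cut at about 180% in these data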;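 further: median GFP fluorescence of the barcode-gated MEP2-GFP cells per well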
RPL19A-GFP yeast: alters RPL19A-GFP fluorescence in TOR pathway yeast screen; S. cerevisiae RPL19A-GFP strain, flow cytometry, 3 h; stronger effect = lower value; percent response vs DMSO, % at 10 µM; actives 0.3% (n = 330,000); AID 2025;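 active means percent response vs DMSO below 50%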;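 further: median channel GFP fluorescence of the barcoded RPL19A-GFP strain; ratio of sample median GFP to plate DMSO average so 100% = DMSO; lower means less RPL19A-GFP as with rapamycin TOR inhibition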
AGP1 TOR yeast: alters AGP1-GFP fluorescence in TOR pathway yeast screen | S. cerevisiae AGP1-GFP multiplex flow cytometry, 3 h; GFP as percent of DMSO wells | GFP response vs DMSO, % at 10 µM | actives 0.02% (n = 320,000) | AID 2066;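 active means GFP response relative to DMSO above a set limit, near screen average plus 3 SD, cut at about 150% in these data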;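 further: median GFP channel fluorescence of the gated AGP1 strain per well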
proCasp7 act: counter-screen for procaspase-3 activators: activators of human procaspase-7 | actives 0.093% (n = 330,000) | activation, % at 8.5 µM | recombinant procaspase-7, Ac-DEVD-pNA absorbance 405 nm; D23A/D198A/D206A triple mutant, cannot self-cleave; scale: DMSO 0, 5 µM enzyme 100;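 active means percent activation above the screen-wide mean plus 3 SD, cut at about 25% in these data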
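signal = Epi-absorbance of released pNA at 405 nm, two timepoints | assay system = Uncleavable procaspase-7 mutant enzyme | reagent = Ac-DEVD-pNA substrate, 400 µM as added | times = 1 h enzyme–compound preincubation and 2 h substrate reaction, both 25 °C | benchmarks = low DMSO alone, high DMSO plus 5 µM PC-7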
An asterisk follows results filed as active; . = not tested or not shown.

nr	Compound	AHR activator	LAP4 TOR yeast	CIT2 TOR yeast	proCasp3 act	MEP2 TOR yeast	RPL19A-GFP yeast	AGP1 TOR yeast	proCasp7 act
1	O=C(N/N=C/c1cccnc1)C(O)c1ccccc1 (configuration not stated)	7	93	129	4	115	121	108	5
2	O=C(Oc1ccc(-c2nnco2)cc1)N1CCCCC1	3	107	92	3	105	100	99	2
3	CC(C)(O)CC[C@@H](O)[C@](C)(O)[C@H]1CC[C@@]2(O)C3=CC(=O)[C@@H]4C[C@@H](O)[C@@H](O)C[C@]4(C)[C@H]3CC[C@]12C	0	99	87	-5	96	96	90	0
4	O=C1COc2ccc(S(=O)(=O)Nc3ccc(F)cc3)cc2N1	-3	92	121	3	107	108	106	7
5	CC(=O)NC(=O)Nc1sc(=S)n(C)c1C	-12	97	86	-3	104	101	101	-8
6	CCOC(=O)C1CCN(C=Nc2cc(C)on2)CC1	-1	96	94	-2	101	98	100	12
7	CO/N=C/c1ccc(Sc2ccc(C)cc2)c([N+](=O)[O-])c1	-1	88	91	7	91	88	89	9
8	O=C(O)CC(SCC(=O)Nc1ccc(S(=O)(=O)N2CCCC2)cc1)C(=O)O (configuration not stated)	5	115	115	-8	105	107	119	-11
9	Cc1ccc2cc(CCNC(=O)c3ccco3)c(=O)[nH]c2c1C	3	101	99	-18	109	99	99	10
10	CC(C)Cc1nc(SCC(=O)NCc2ccccc2)n[nH]1	0	114	113	-1	106	109	.	7
11	S=c1[nH]nc(-c2cccs2)n1/N=C/c1cn(-c2ccccc2)nc1-c1ccc(Cl)cc1	-2	102	97	11	103	98	107	7
12	COc1ccc(C2=NN(Cc3ccccc3)C3C(=O)NC(=O)C23)cc1 (configuration not stated)	1	101	90	-3	95	91	96	0
13	CN(CCCC1CCCC1)C(=O)c1cc(COc2ccc(F)cc2F)on1	2	93	103	0	103	99	94	2
14	CC(C)C(NC(=O)c1c(F)cccc1F)C(=O)NC1CC(C)(C)NC(C)(C)C1 (configuration not stated)	0	80	89	11	108	96	92	-8
15	Cn1c2ccccc2c(=O)c2ccc(C#Cc3ccc(N)cc3)cc21	-6	128	91	-4	106	93	91	-28
16	O=C(NC1=NCCS1)c1cc(-c2cccnc2)nc2ccccc12	30	95	96	3	101	101	109	10
17	Cc1cccc(C(=O)NC2CCN(S(=O)(=O)c3ccc(F)cc3)CC2)c1	-1	96	101	-2	108	105	97	5
18	COc1ccc(CNC(=O)CN(C2CCCCC2)S(C)(=O)=O)cc1	-1	86	81	3	97	98	90	7
19	CCc1nccn1S(=O)(=O)c1cccc([N+](=O)[O-])c1	-2	101	98	-1	90	99	94	3
20	Nc1nc(SCC(=O)Nc2ccc(Br)cc2F)n[nH]1	-10	100	99	4	110	98	105	-6
21	O=C(O)CNS(=O)(=O)Cc1ccccc1	5	98	97	-4	102	100	102	2
22	N#Cc1ccc(OCC(O)CN2CCN(CC(O)COc3ccc(C#N)cc3)CC2)cc1 (configuration not stated)	-1	109	105	6	107	97	102	-5
23	CCC(CO)Oc1cc(NC(=O)c2cccc([N+](=O)[O-])c2)c2ncn(C(C)C)c2c1 (configuration not stated)	3	94	95	0	94	100	99	1
24	Cc1onc(-c2ccccc2)c1C(=O)N1CCCN2C(=O)c3ccccc3C21 (configuration not stated)	0	98	89	2	92	92	94	5

Whole records, looked up by structure. Order of values: AHR activator | LAP4 TOR yeast | CIT2 TOR yeast | proCasp3 act | MEP2 TOR yeast | RPL19A-GFP yeast | AGP1 TOR yeast | proCasp7 act
Record of N#Cc1ccc(OCC(O)CN2CCN(CC(O)COc3ccc(C#N)cc3)CC2)cc1 (configuration not stated) → -1 | 109 | 105 | 6 | 107 | 97 | 102 | -5
Record of Cc1onc(-c2ccccc2)c1C(=O)N1CCCN2C(=O)c3ccccc3C21 (configuration not stated) → 0 | 98 | 89 | 2 | 92 | 92 | 94 | 5
Record of Cc1cccc(C(=O)NC2CCN(S(=O)(=O)c3ccc(F)cc3)CC2)c1 → -1 | 96 | 101 | -2 | 108 | 105 | 97 | 5
Record of COc1ccc(CNC(=O)CN(C2CCCCC2)S(C)(=O)=O)cc1 → -1 | 86 | 81 | 3 | 97 | 98 | 90 | 7

(cont.)
nr	Compound	AHR activator	LAP4 TOR yeast	CIT2 TOR yeast	proCasp3 act	MEP2 TOR yeast	RPL19A-GFP yeast	AGP1 TOR yeast	proCasp7 act
25	COc1ccc(CCNC(=O)C2CCN(C(=O)c3ccc(Br)cc3)CC2)cc1OC	-2	98	98	-2	106	95	95	9
26	COc1ccc2[nH]c3c(N4CCC(O)(c5cccc(C(F)(F)F)c5)CC4)ncnc3c2c1	68*	104	85	-4	96	98	94	0
27	CC1=CC(C)(C)N2C(=O)C3(C(C#N)=C(N)Oc4cc(O)ccc43)c3cccc1c32 (configuration not stated)	13	96	96	2	106	95	96	12
28	COC(=O)[C@@]1(Cc2ccc(F)cc2)[C@H]2c3cc(C(=O)N(C)C)n(C[C@H](O)CO)c3C[C@H]2CN1C(=O)c1ccccc1	-1	109	96	1	90	98	94	-2
29	COc1ccc(OC(C)C(=O)Nc2ccc([N+](=O)[O-])cc2)cc1 (configuration not stated)	-2	104	94	-7	107	100	100	-7
30	CC(C)=CCOc1c2ccoc2c(OCC=C(C)C)c2oc(=O)ccc12	40	94	91	-4	101	96	98	-6
31	COc1ccc(/C=N/NC(=O)CCC(=O)Nc2ccccc2)cc1OC	37	95	110	12	117	114	109	0
32	O=C(CN1CCCCC1)Nc1cc(Cl)ccc1Cl	-2	96	97	-2	102	97	97	10
33	COc1ccccc1-c1coc2c(CN3CCC(C)CC3)c(O)ccc2c1=O	0	109	96	5	110	106	100	2
34	O=C(Nc1ccn(Cc2ccccc2)n1)c1n[nH]c([N+](=O)[O-])c1Cl	-2	91	97	0	103	99	99	-4
35	COc1ccccc1C(=O)NCCc1nc2ccccc2[nH]1	-7	90	89	-2	93	92	93	0
36	COC(=O)c1sccc1NS(=O)(=O)c1ccc(OC)cc1	0	101	99	12	93	95	97	-5
37	O=C(O)C1CC=CCC1C(=O)N1CCc2ccccc21 (configuration not stated)	17	100	103	5	96	98	96	-3
38	CCC(C)(C)c1ccc(OCCCC[n+]2cccc(C)c2C)c(C(C)(C)CC)c1	0	129	81	-2	97	89	98	-3
39	COc1ccc(N(C(=O)c2ccc(S(=O)(=O)N3CCOCC3)cc2)C2C=CS(=O)(=O)C2)cc1 (configuration not stated)	0	106	98	7	102	101	101	-8
40	CC(C)CCN(C(=O)Cc1ccccc1F)c1c(N)n(Cc2ccccc2)c(=O)[nH]c1=O	0	107	99	2	76	96	87	6
41	O=C(COc1ccc(Cl)cc1)Nc1ccc(C(=O)NCc2cccnc2)cc1	5	98	96	2	106	100	107	7
42	Cc1ccc(C(=O)Nc2ccc(NC(=O)c3ccco3)c(C)c2)cc1	-2	112	90	-1	102	101	95	-4
43	CCC(=O)N(Cc1cc2c(C)ccc(C)c2[nH]c1=O)C1CCCCC1	2	100	98	0	101	90	101	12
44	COCCOC1CCN(C(=O)c2cc(COc3ccc(-n4cncn4)cc3)on2)CC1	3	111	110	-1	107	109	114	-3
45	CN(C(=O)COC(=O)c1ccccc1C(=O)c1ccccc1)c1ccccc1	0	101	94	3	90	91	103	4
46	CC(C)(C)OC(=O)CNC(=O)c1nc[nH]c1C(=O)N1CCc2ccccc2C1	5	127	69	3	95	93	79	-4
47	CCOc1cccc(/C=N/NC(=S)Nc2cc(S(=O)(=O)N3CCOCC3)ccc2N2CCOCC2)c1O	1	103	84	-2	94	94	116	7
48	CCOc1ccccc1CN1CCCC(CNC(=O)Cc2ccc(OC)cc2)C1 (configuration not stated)	-1	79	104	6	91	90	91	3
49	CSc1nc(N)nc2c1ncn2CC(=O)Nc1ccc(C)c(C)c1	4	99	97	-2	102	103	99	7
50	CS(=O)(=O)N1CCC(CO)(Cc2ccccc2C(F)(F)F)CC1	-2	95	110	-12	67	98	86	8
51	COc1cc(C(=O)Oc2cc(C)[nH]c(=O)c2[N+](=O)[O-])cc(OC)c1OC	-2	100	100	3	102	100	101	10
52	O=C(NCc1ccncc1)/C(=C/c1cccc([N+](=O)[O-])c1)NC(=O)c1ccccc1	14	128	110	-10	99	99	111	-3
53	Cc1ccc(S(=O)(=O)Nc2cc(C(=O)O)ccc2N2CCCCC2)cc1	5	110	102	1	106	108	107	-2
54	CCC(=O)N1C(C(=O)O)CSC1c1ccc(OC)cc1 (configuration not stated)	0	107	107	-2	105	106	111	8
55	O=C(Nc1cc(Br)ccc1O)c1cc(-c2ccc3c(c2)OCO3)on1	2	87	95	-2	100	98	96	5
56	COc1cccc(NC(=O)CN2C(=O)CSc3ccc(S(=O)(=O)N4CCC(C)CC4)cc32)c1	4	98	101	-2	97	97	96	-4
57	S=C(NCCc1ccc(Cl)cc1)Nc1ccc(Cl)cc1Cl	-2	118	71	-6	97	97	90	-4
58	CC(=O)c1ccc(N2Cc3ccccc3C3(CCOCC3)C2=N)cc1	1	98	100	3	100	98	103	5
59	Cc1ccc(NC(=O)CCc2c(C)nn(-c3ccc(N4CCCCC4)nn3)c2C)cc1	10	93	100	7	93	95	93	6
60	Cc1cccc(C(=O)OCC(=O)c2csc(N3CCCCC3)n2)c1[N+](=O)[O-]	2	108	105	0	107	101	101	5
61	COc1ccc(-c2coc3cc(OC)cc(OC)c3c2=O)cc1	93*	109	92	6	98	96	88	5
62	O=C(COC(=O)/C=C/c1ccc(Cl)cc1Cl)Nc1cc(C(F)(F)F)ccc1N1CCOCC1	-4	94	96	-5	101	105	96	6
63	CCCn1cc(NC(=O)c2cc(-c3ccccc3)on2)cn1	-2	99	.	1	103	107	100	-9
64	CC(=O)Nc1ccc(N2C(C(C)=O)=NN(c3ccc(Cl)cc3)C2c2sccc2C)cc1 (configuration not stated)	66*	96	93	-1	99	102	93	0
65	CC(C)C[C@H](NC(=O)Nc1cccc(Br)c1)C(=O)O	1	88	109	5	108	104	97	-4
66	O=C(CNC(=S)N(CCCN1CCOCC1)Cc1cccs1)NC1CCCC1	0	97	121	-4	99	99	114	3
67	Cc1ccc(SCc2cc(=O)n3[nH]c(C)nc3n2)cc1	1	104	104	-2	106	99	108	10
68	CC(=O)Nc1cccc(C(=O)N(Cc2ccccc2)Cc2ccccc2)c1	3	91	98	-3	103	100	96	-4
69	CCOC(=O)c1c(NC(=O)COC(=O)c2cc(OC)c(OC)cc2[N+](=O)[O-])sc(C)c1C	4	95	107	-1	101	103	105	10
70	CCN(C(=O)CSc1nc2cc(C(=O)OC)ccc2c(=O)n1Cc1ccco1)c1cccc(C)c1	2	77	70	-2	91	87	86	0
71	Cc1cc(NC(=O)COC(=O)CSCc2ccc(Cl)c(Cl)c2)no1	1	100	96	2	97	95	95	10
72	CCN1CCN(C(c2ccccc2)c2nnnn2Cc2ccccc2)CC1 (configuration not stated)	1	100	93	7	98	95	.	6
73	O=C(CSc1ccc2c(c1)OCCO2)Nc1ccc(Br)cc1	5	101	82	5	93	91	88	-1
74	Cc1cc(C)nc(NNC2=CC(=[N+]3CCCC3)CCC2)n1	10	113	106	-10	111	106	110	-42
75	FC(F)(F)c1cc(-c2cccs2)nc2nc(N3CCOCC3)sc12	25	107	99	5	100	110	107	7
76	Cc1ccc(NC(=O)c2ccc(Cl)c(S(=O)(=O)N3CCCCCC3)c2)nc1	9	112	92	2	99	99	100	18
77	COc1ccc(NC(=O)c2sccc2-n2cccc2)cc1	26	105	111	-5	107	110	97	5

An unsorted share of the library; about 3.5% have a hit in one of these screens.
